Assay outcomes (PubChem BioAssay)
FUS suppressor: suppressors of FUS proteinopathy in yeast. 390,000 compounds, 0.24% hits. S. cerevisiae FUS-expressing, growth rescue, OD600, 24 h. AID 1347120. Potency, µM (series often up to 76.6 µM), for the others: at the top dose growth rescue (activation), most hits filed as activators;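 further: potency means the concentration at half of the fitted maximal effect; plate controls were DMSO vehicle for no effect and reference control for full effect; nearly all actives have a fitted effect of over 55% in size; some results filed as inactive show a strong effect at the top dose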
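Galactose (2%) drives FUS expression in yeast precultured in raffinose; seeding density OD 0.005. Test compounds incubated 24hr at 30C and 99% humidity before absorbance at 600 nm was measured.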
aSyn yeast inh: rescues yeast growth from alpha-synuclein toxicity. Yeast expressing alpha-synuclein, growth rescue, BacTiter-Glo, 24 h. Potency, µM (titrated, usually from 46.1 µM), for inactives: at the highest dose growth rescue (activation), hits mostly activators. 370,000 compounds, 0.14% hits. AID 652106; further: potency means the concentration at half of the fitted maximal effect; % of control where 0% means no effect; nearly all actives have a fitted effect of over 65% in size
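Readout is rescue of growth in alpha-synuclein-expressing yeast, so inhibitors of toxicity appear as activators. Growth after 24 hr at 30 deg C in galactose medium is quantified by luminescence.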
Abeta yeast res: A-beta toxicity reversal in yeast. Potency, µM (highest dose often 46.1 µM), for inactives: at the top dose growth rescue, usual class: activators. 410,000 compounds, 0.063% hits. AID 1347071. yeast expressing A-beta42, growth rescue, OD600, 48 h; response scale: 0% DMSO, 100% iron-clioquinol control; further: potency means the concentration at half of the fitted maximal effect; nearly all actives have a fitted effect of over 55% in size
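Yeast A-beta toxicity model in growth medium with pinned compounds, 48 h at 30 C; growth read as absorbance at 600 nm. Normalized to FeCl3/clioquinol equimolar mix (positive) and DMSO (negative).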
TDP43 rescue: TDP-43 toxicity inhibition in yeast. TDP-43 expressing yeast growth rescue, BacTiter-Glo, 24 h. Potency, µM (top dose mostly 46.1 µM), for inactives: at the highest dose growth rescue (activation), usual class: activators. 410,000 compounds, 1.8% hits. AID 652104; further: potency means the concentration at half of the fitted maximal effect; % of control where 0% means no effect; nearly all actives have a fitted effect of over 50% in size
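Yeast expressing TDP-43 (pregrown in raffinose, seeded at OD600=0.02 in galactose medium) exposed to compounds 24 hr at 30 deg C. Growth read by BacTiter-Glo luminescence; rescue of toxicity appears as increased signal.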
GLP1R inv ag: inverse agonists of human GLP-1 receptor. P43220. HEK293 GLP-1R CRE-luciferase, luminescence, 24 h; GLP-1R form is constitutively active. Potency, µM (titrated, usually from 38.3 µM), for inactives: at the highest dose activity change, negative = inhibition, hits mostly inhibitors. 410,000 compounds, 1.6% hits. AID 624417; further: potency means the concentration at half of the fitted maximal effect; on the % scale 0 is the no-effect control and ±100 the full control effect; nearly all actives have a fitted effect of over 55% in size
Target sequence (P43220 whole entry, looked up): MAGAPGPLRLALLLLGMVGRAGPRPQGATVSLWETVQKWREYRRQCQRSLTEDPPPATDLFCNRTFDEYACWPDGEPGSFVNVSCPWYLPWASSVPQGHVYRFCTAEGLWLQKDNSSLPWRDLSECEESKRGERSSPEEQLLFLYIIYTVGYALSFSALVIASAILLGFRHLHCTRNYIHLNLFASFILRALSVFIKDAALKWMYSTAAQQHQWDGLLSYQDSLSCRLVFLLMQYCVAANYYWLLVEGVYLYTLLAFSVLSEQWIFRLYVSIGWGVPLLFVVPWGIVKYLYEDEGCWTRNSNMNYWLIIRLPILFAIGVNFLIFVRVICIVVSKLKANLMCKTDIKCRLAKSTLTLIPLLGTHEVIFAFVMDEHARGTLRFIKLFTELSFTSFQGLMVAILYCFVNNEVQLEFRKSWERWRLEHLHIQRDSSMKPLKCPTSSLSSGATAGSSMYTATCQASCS
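Assay principle: reduced luminescence from a cAMP-responsive reporter in HEK293 cells co-expressing a constitutively active GLP-1R. Conditions: 24 hr compound incubation, 37 deg C, 5% CO2.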
pAkt inh: inhibitors of Akt phosphorylation; 360,000 compounds, 0.32% hits; activity change, % for hits at 50 µM; AID 651550; Neuro2A IGF-stimulated pAkt S473 HTRF, 20 min; active compounds read low; in the data active means activity change below about -80%; inconclusive means mostly about -51% to -80%; further: on the % scale 0 is the no-effect control and ±100 the full control effect
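Neuro2A cells (4,500/well, DMEM with 0.5% FBS) were treated with compound at a single 50 µM final concentration, stimulated with 6 nM IGF for 20 min at 37 °C, and lysed. Phospho-Akt Ser473 was read by HTRF as 665/615 ratio ×10^4.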
PTHR1 ag: PTHR1 (human) receptor agonism | HEK293 GP2 PTHR1 cells, GloSensor cAMP luminescence, 1 h | Potency, µM (top dose mostly 115 µM), for inactives: top-dose activation, most hits filed as activators | 410,000 compounds, 0.075% hits | AID 743266; further: potency means the concentration at half of the fitted maximal effect; nearly all actives have a fitted effect of over 55% in size; some results filed as inactive show a strong effect at the top dose; inactives centre near -15; many of its hits are not listed in these tables
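HEK-293-derived GP2 cells expressing PTHR1 and a GloSensor cAMP reporter, 3,000/well, plated overnight, given luciferin plus IBMX (each 0.5 mM as added) for 1 h at 37 °C, then compound for 1 h at 37 °C. Luminescence was read after 15 min at room temperature.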
D3 antag: antagonists of human D3 dopamine receptor | P35462 | D3R cells, DiscoveRx beta-arrestin luminescence, antagonist mode; active compounds read low | max response, negative = inhibition, % | 360,000 compounds, 2.5% hits; in the data active means max response below about -50%; inconclusive means no clear call, values can overlap the other calls; further: on the % scale 0 is the no-effect control and ±100 the full control effect; mostly tested at two doses, the higher about 12 µM
Target sequence (P35462 whole entry, looked up): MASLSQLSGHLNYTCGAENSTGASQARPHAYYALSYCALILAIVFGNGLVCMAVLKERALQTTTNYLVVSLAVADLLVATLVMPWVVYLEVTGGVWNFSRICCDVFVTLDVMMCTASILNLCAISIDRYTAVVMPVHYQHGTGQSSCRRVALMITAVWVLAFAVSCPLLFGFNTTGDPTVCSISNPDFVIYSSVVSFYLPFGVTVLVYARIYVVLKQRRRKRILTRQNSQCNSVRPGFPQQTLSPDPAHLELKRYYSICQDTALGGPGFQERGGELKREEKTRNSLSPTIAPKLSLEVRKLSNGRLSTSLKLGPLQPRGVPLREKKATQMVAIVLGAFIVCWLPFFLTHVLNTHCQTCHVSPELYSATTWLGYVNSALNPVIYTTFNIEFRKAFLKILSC
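Cells plated overnight at 1500 cells/well, then exposed to library compounds with dopamine controls for 90 minutes at 37 degrees C. DiscoveRx reagent added for 30–60 minutes at room temperature; luminescence read, quantitative HTS format.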
GLP-1R agonist: GLP-1 receptor (human) agonism; P43220; 380,000 compounds, 0.007% hits; HEK293 GLP-1R CRE-luciferase, luminescence, 4-6 h; cells express a hypersensitive GLP-1R form; Potency, µM (top dose mostly 45.6 µM), without a hit: at the top dose activation, hits mostly activators; further: potency means the concentration at half of the fitted maximal effect; % of control where 0% means no effect
An asterisk follows results filed as active; i = inactive; ? = inconclusive; . = not tested or not shown; [ ] = another dose, or the depositor's remark. Unless noted, the call rests on the fitted dose curve; in most records, active means well fitted curve in the direction sought with a large enough effect; inconclusive means small, poorly fitted or top-dose-only effect, or another doubt; inactive means no such curve, though single readings can be large; an effect the other way counts as inactive or inconclusive. An excerpt, so the mix of outcomes need not match the whole.

Sample of the layout, 4 compounds:
SMILES | FUS suppressor | aSyn yeast inh | Abeta yeast res | TDP43 rescue | GLP1R inv ag | pAkt inh | PTHR1 ag | D3 antag | GLP-1R agonist
O=S(=O)(c1ccc(=S)[nH]c1)N1CCOCC1 | . | 1.9% | -0.4% | 20.2% | -1.0% | i | i | -24.9 | 2.3%
Cc1c(NC(=O)CSCc2ccc(Br)cc2)c(=O)n(-c2ccccc2)n1C | -11.6% | -2.3% | -11.5% | -1.4% | -31.1% | i | -18.6% | 1.6 | 0.8%
O=C(COc1ccccc1)Nc1ccc(F)cc1 | 13.5% | -2.4% | -22.0% | -13.1% | 18.1% | i | -12.4% | -20.4 | 10.7%
COc1cc2c(cc1NC(=O)COc1ccc(Br)cc1C)oc1ccccc12 | -14.3% | . | -21.9% | -10.2% | -1.2% | . | 9.8% | . | .

This part in full (from the top)
SMILES | FUS suppressor | aSyn yeast inh | Abeta yeast res | TDP43 rescue | GLP1R inv ag | pAkt inh | PTHR1 ag | D3 antag | GLP-1R agonist
O=S(=O)(c1ccc(=S)[nH]c1)N1CCOCC1 | . | 1.9% | -0.4% | 20.2% | -1.0% | i | i | -24.9 | 2.3%
Cc1c(NC(=O)CSCc2ccc(Br)cc2)c(=O)n(-c2ccccc2)n1C | -11.6% | -2.3% | -11.5% | -1.4% | -31.1% | i | -18.6% | 1.6 | 0.8%
O=C(COc1ccccc1)Nc1ccc(F)cc1 | 13.5% | -2.4% | -22.0% | -13.1% | 18.1% | i | -12.4% | -20.4 | 10.7%
COc1cc2c(cc1NC(=O)COc1ccc(Br)cc1C)oc1ccccc12 | -14.3% | . | -21.9% | -10.2% | -1.2% | . | 9.8% | . | .
CC(C)(C)c1cc(CN2CCOCC2)c(C(=O)O)o1 | 9.2% | 0.5% | 0.0% | 1.2% | -3.3% | i | i | -80.6* | -11.5%
COc1ccc(OC)c(CC2C(=O)Nc3ccc(Br)cc32)c1 (stereo unspecified) | ? | . | 15.7% | ? | -37.2% | . | -18.0% | . | .
CC(=O)c1cccc(N(CC(=O)NC2CCCC2)C(=O)CNC(=O)c2cccs2)c1 | 9.1% | 0.3% | -0.1% | -2.0% | -1.2% | i | -39.0%[inhibitor] | -21.6 | -0.2%
CC(C)NC(=O)C1(C)CCCN1Cc1ccccc1C#N (stereo unspecified) | -15.2% | -5.8% | 14.0% | 25.7% | 16.2% | i | -13.4% | -5.5 | 2.4%
Cc1cc(C(=O)COc2cccc([N+](=O)[O-])c2)c(C)n1C1CC1 | 8.8% | -4.8% | -9.5% | 16.6% | -12.5% | i | -46.8%[inhibitor] | -2.6 | 2.5%
Cc1cc(NC(=O)CSc2nnnn2C)n(-c2ccccc2)n1 | -28.5% | -7.4% | 7.9% | 16.3% | 0.4% | i | i | -9.0 | -7.5%
Cc1ccc(CSc2nc3ccccc3c(=O)n2Cc2ccco2)cc1 | 9.3% | -3.0% | -4.5% | -9.5% | ? | i | i | -18.0 | 0.6%
CS(=O)(=O)N(CC(=O)Nc1ccc(S(=O)(=O)N2CCOCC2)cc1)c1cccc(F)c1 | -31.9% | 2.7% | 8.1% | 12.6% | 7.0% | i | -21.8% | 1.7 | -2.7%
O=C(CNC(=O)Cc1ccc(Cl)cc1)NCC(=O)N1CCCCC1 | 19.8% | -1.3% | 5.2% | 9.4% | 4.4% | i | i | -1.0 | 0.6%
Cn1c(SCC(=O)OCc2ccccc2)nnc1-c1ccco1 | 26.1% | 0.9% | -3.1% | 20.4% | 15.0% | i | 23.8% | 13.8 | 5.3%
O=C(COC(=O)c1cc(S(=O)(=O)N2CCOCC2)ccc1Cl)NCCc1ccccc1 | 15.2% | -0.8% | -11.7% | 15.4% | -17.1% | i | -5.6% | -2.9 | 11.9%
Cc1ccc(NC(=O)CCNS(=O)(=O)c2ccc3c(c2)CCC(=O)N3)cc1C | 16.4% | 6.8% | 7.7% | 14.4% | 13.2% | i | -21.3% | 0.0 | -2.4%
CCOC(=O)c1ccc(NC(=O)c2c(NC(C)=O)sc3c2CCC(C)C3)cc1 (stereo unspecified) | 15.2% | . | -10.7% | 22.9% | 6.2% | . | i | . | .
N#Cc1c(/N=C/c2ccco2)sc2c1CCC2 | -7.6% | 5.7% | 6.1% | 12.5% | 31.4%[activator] | . | -13.0%[57.5 µM] | ? | 2.2%
Cc1ccc(CCCNC(=O)C2CCC(=O)N(Cc3cccc(F)c3)C2)cc1 (stereo unspecified) | 11.0% | 2.3% | 11.0% | -3.0% | -25.3% | i | -22.8% | 3.3 | 8.3%
N#Cc1cccc(NCC(=O)Nc2ccc3c(c2)OCCO3)c1 | 4.9% | 0.6% | 16.2% | 18.6% | -20.6% | i | -44.5%[inhibitor] | -2.2 | -5.7%
O=C1c2ccccc2CN1C(CO)Cc1ccccc1 (stereo unspecified) | -23.2% | 5.0% | -14.1% | 13.9% | 0.9% | i | i | 1.3 | -2.7%
COC(=O)C1=C(N)Oc2cc(C)n(Cc3cccnc3)c(=O)c2C1c1cc(OC)ccc1OC (stereo unspecified) | 5.4% | 4.5% | 5.8% | -2.8% | 7.0% | i | i | ? | 0.7%
Cc1cc(C(=O)N2CCC2(C)C(=O)NCCC#N)nn1C (stereo unspecified) | -19.8% | -7.0% | 14.0% | 15.3% | 18.4% | i | i | -0.7 | 6.3%
OCC[C@@H]1C[C@@H](O)[C@H](O)[C@]2(CCCc3ccccc3O2)O1 | 5.4% | 1.0% | 5.6% | 20.7% | 2.2% | i | -18.7% | 37.9 | -1.2%
CCOc1ccc(Cc2c(O)nc(SC)[nH]c2=O)cc1 | -49.4% | -2.8% | 3.9% | 1.5% | 5.1% | i | -4.2% | -1.9 | 2.0%

The results go on.
SMILES | FUS suppressor | aSyn yeast inh | Abeta yeast res | TDP43 rescue | GLP1R inv ag | pAkt inh | PTHR1 ag | D3 antag | GLP-1R agonist
CC(NC(=S)NC1CCC(C(C)(C)C)CC1)c1ccccc1 (stereo unspecified) | 30.5% | -13.6% | ? | 9.6% | 10µM* | i | -4.9% | -1.5 | 3.8%
CN1CCN(S(=O)(=O)c2ccc(NC(=O)C(C)(C)C)cc2)CC1 | 18.1% | 6.2% | 4.2% | -16.2% | 10.7% | i | i | -5.4 | 4.8%
COc1ccc(NC(=O)c2cccc(N3CCCS3(=O)=O)c2)cc1 | -18.6% | . | -2.8% | 24.3% | -6.5% | . | -36.0%[inhibitor] | . | .
O=C(COc1ccc(F)cc1)Nc1ccc2nc(SCC(=O)N3CCOCC3)sc2c1 | 13.0% | . | -11.6% | 4.3% | -10.8% | . | -3.0% | . | .
COc1ccc(C(=O)NCCc2nnc3ccc(SCC(=O)N4CCCCC4)nn23)cc1 | 12.6% | 4.1% | 1.9% | 5.8% | 7.3% | i | -20.3% | -1.7 | 3.8%
C/C(N)=C(/C#N)C(=O)COC(=O)CC1CCCC1 | . | -1.3% | 9.9% | -5.0% | 0.0% | i | -28.9% | 6.6 | -4.1%
CCOC(=O)C1=C(CN(C)Cc2ccccc2)NC(=O)NC1c1ccc(OC(C)C)cc1 (stereo unspecified) | -15.7% | . | 11.0% | 7.3% | ? | . | -36.9%[inhibitor] | . | -3.7%
COc1ccc(C2CCCN2C(=O)Nc2ccc(Cl)cc2)cc1OC (stereo unspecified) | -3.9% | 2.9% | 4.2% | 0.0% | -17.6% | i | -95.1%[inhibitor] | 1.3 | 17.0%
CCOCCCn1c(=N)c(S(=O)(=O)c2ccc(Cl)cc2)cc2c(=O)n3cccc(C)c3nc21 | -18.0% | 1.3% | -3.1% | 12.4% | 0.1% | . | i | . | 10.4%
CSc1ncc(Cl)c(C(=O)Nc2c(C(=O)c3ccc(Cl)cc3)oc3ccccc23)n1 | -1.0% | . | -10.5% | 13.9% | 18.3% | . | -41.8%[inhibitor] | . | .
OC1CCN(CC(O)C(F)(F)F)CC1 (stereo unspecified) | -19.7% | 2.8% | 2.4% | -1.7% | 6.3% | i | ? | -5.6 | -1.2%
Cc1ccc(S(=O)(=O)c2cc3c(=O)n4cccc(C)c4nc3n(C3CCCCC3)c2=N)cc1 | 5.4% | 0.0% | 9.8% | -29.8% | 7.4% | i | i | -12.2 | 8.0%
CCOc1ccc(N=Cc2c(O)c3ccccc3oc2=O)cc1 | 10.8% | 0.5% | -5.0% | -10.2% | 2.3% | i | -14.6% | ? | -7.2%
C=CCOc1ccc(C[C@H](N)C(=O)NC[C@H]2O[C@@H](n3cc(C)c(=O)[nH]c3=O)C[C@@H]2O)cc1 | -8.6% | 3.0% | 0.7% | 0.0% | 5.7% | i | -3.9% | 11.4 | -2.5%
COc1ccc(OC)c(COC(=O)c2cc([N+](=O)[O-])ccc2N2CCOCC2)c1 | 41.0% | 21.4% | 5.4% | ? | -41.9% | i | -38.6%[inhibitor] | ? | 9.3%
Cc1ccc2cc(CN(CC3CCCO3)S(=O)(=O)c3cccc4nsnc34)c(=O)[nH]c2c1 (stereo unspecified) | 12.5% | 6.2% | 8.5% | -20.4% | 0.0% | i | -8.6%[57.5 µM] | 26.9 | 1.6%
CCc1ccc(-n2c(=O)c3c4c(sc3n(CC(=O)c3ccc(Cl)cc3)c2=O)CCC4)cc1 | -20.9% | . | -8.5% | -2.3% | -1.0% | . | -20.3% | . | -1.3%
CCCCC1(CC)COC(c2ccccc2)OC1 (stereo unspecified) | 3.3% | -4.9% | 3.8% | -12.7% | ? | i | -1.0% | 0.5 | 8.4%
Cc1ccc(-c2nnn(CC(=O)N(CC3CCCO3)C(C(=O)NCC3CCCO3)c3ccc(F)cc3)n2)o1 (stereo unspecified) | -4.9% | 9.3% | 6.5% | -6.7% | ? | i | i | 14.0 | -9.4%
